Bioassay records deposited in PubChem BioAssay by several laboratories.
sEH activator: soluble epoxide hydrolase (human) activation; P34913; purified human sEH enzymatic activity, activator screen; activation, % at 2 µM; hit rate 0.04% among 91,000; AID 717; in the data active means activation above about 37%; further: values of inactives mirror those of a sister screen read the other way
Target sequence (P34913 whole entry, looked up): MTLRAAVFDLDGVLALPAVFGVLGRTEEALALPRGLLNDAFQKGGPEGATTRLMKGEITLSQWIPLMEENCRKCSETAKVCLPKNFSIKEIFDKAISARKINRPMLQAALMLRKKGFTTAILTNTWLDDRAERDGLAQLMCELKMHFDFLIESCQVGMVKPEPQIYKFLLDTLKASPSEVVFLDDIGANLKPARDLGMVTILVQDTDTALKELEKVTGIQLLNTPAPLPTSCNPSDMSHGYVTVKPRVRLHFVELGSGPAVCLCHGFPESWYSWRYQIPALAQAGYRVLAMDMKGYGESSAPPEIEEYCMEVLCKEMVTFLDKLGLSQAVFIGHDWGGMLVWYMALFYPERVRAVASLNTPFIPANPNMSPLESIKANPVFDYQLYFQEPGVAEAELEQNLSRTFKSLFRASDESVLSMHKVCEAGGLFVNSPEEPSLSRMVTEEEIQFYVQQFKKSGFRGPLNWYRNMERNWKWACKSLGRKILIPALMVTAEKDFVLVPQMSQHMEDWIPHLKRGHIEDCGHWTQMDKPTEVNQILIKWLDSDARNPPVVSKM
S1P2 agonist: activates the human S1P2 receptor. activation, % at 4.5 µM. hit rate 0.46% among 97,000. AID 729. O95136. S1P2-expressing cell line, agonist reporter read-out; in the data active means activation above about 16%;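 further: 0% = vehicle low control and 100% = maximal reference agonist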
Target sequence (O95136 whole entry, looked up): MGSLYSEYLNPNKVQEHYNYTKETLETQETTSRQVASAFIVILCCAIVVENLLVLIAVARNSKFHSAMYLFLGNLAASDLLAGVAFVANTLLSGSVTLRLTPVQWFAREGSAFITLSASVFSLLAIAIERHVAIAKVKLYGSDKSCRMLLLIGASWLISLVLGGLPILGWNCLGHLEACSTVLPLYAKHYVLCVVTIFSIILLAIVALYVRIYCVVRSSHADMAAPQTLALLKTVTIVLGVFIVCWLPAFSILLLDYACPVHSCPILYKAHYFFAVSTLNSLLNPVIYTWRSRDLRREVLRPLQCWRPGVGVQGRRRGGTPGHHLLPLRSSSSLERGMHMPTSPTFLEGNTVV
sEH inhibitor: blocks human soluble epoxide hydrolase activity | P34913 | recombinant human sEH enzymatic activity assay | inhibition, % at 2 µM | hit rate 0.34% among 91,000 | AID 707; in the data active means inhibition above about 80%; further: values of inactives mirror those of a sister screen read the other way; many of its hits are not listed in these tables
S1P2 antag: antagonists of human S1P2 receptor. hit rate 0.21% among 97,000. AID 736. O95136. inhibition, % at 5 µM. cell-based S1P2 antagonist assay, inhibition at 5 uM; in the data active means inhibition above about 45%;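 further: CRE beta-lactamase reporter cells expressing human S1P2 stimulated with S1P; 0% = agonist at EC80 alone and 100% = agonist plus reference antagonist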
HUVEC prolif 384: blocks proliferation of human endothelial cells. HUVEC proliferation, CellTiter-Glo luminescence, 72 h; hits give low values. viability, % at 10 µM (by protocol). hit rate 1.1% among 86,000;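 active means viability at or below 30%; inactive means viability above 30%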;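 further: 100% = median luminescence of DMSO-only cell control wells on each plate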
H69AR growth 86K: blocks growth of human H69AR lung tumor cells; AID 598; hit rate 6% among 85,000; viability, % at 10 µM; H69AR lung tumor viability, ATP luminescence, 72 h; hits give low values;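 active means viability at or below 40%; inactive means viability above 40%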;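 further: multidrug resistant small cell line overexpressing MRP-1 efflux transporter; 100% = mean luminescence of untreated control wells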
PostGolgi ctrl: growth of the yeast control strain, post-Golgi counter-screen. AID 738. inhibition, % at 10 µM. efflux-deficient yeast background strain, growth absorbance A615, 16 h. hit rate 5% among 98,000; in the data active means inhibition above about 30%
Fibroblast inh: blocks proliferation of human lung fibroblasts; AID 719; LL 47 human lung fibroblast viability, ATP luminescence; hits give low values; hit rate 1.1% among 85,000; viability, % at 10 µM;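 active means viability at or below 50% in the single dose screen; inactive means viability above 50%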;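 further: compound exposure lasted 72 h before the ATP readout; 100% = median luminescence of untreated cell-only wells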
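Benchmarks: Cell-only wells, no compound | Test system: LL 47 human lung fibroblasts, passage 12 or lower | Input: 1,150 cells/well | Measured by: CellTiter-Glo luminescence measuring cellular ATP | Medium: IMEM, 15% FBS supplement | Schedule: Overnight attachment after seeding, then 72 h compound exposure at 37 °C | Doses: Compound addition at 0.1% DMSO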
LYP act: activators of human LYP (PTPN22) phosphatase | Q9Y2R2 | activation, % at 2 µM | recombinant LYP, DiFMUP fluorescence; 0 = plate median, 100 = signal doubled | hit rate 0.11% among 96,000;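 active means activation at 2 µM above a set limit, the mean plus 5 SD, cut at about 37% in these data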
* marks the source's active call; other numbers are inactive results; . = not tested or not shown. This is a subset, so the mix of outcomes need not match the whole.

SMILES	sEH activator	S1P2 agonist	sEH inhibitor	S1P2 antag	HUVEC prolif 384	H69AR growth 86K	PostGolgi ctrl	Fibroblast inh	LYP act
CCn1nnnc1SCC(=O)Nc1cc(OC)cc(OC)c1	-10	-11	11	19	81	87	4	94	-2
COc1ccc(/C=N/NC(=O)C2CCN(c3ncc(C(F)(F)F)cc3Cl)CC2)cc1	-24	-3	26	11	.	.	0	.	1
Cc1ccc2c(c1)NC(=O)C(CC(=O)NC1CCCCC1C)O2 (configuration not stated)	-11	-6	10	9	98	100	3	108	0
CCc1ccc(C(=O)COC(=O)c2ccc(-c3nnc(-c4ccccc4)o3)cc2)cc1	16	-5	-15	-2	.	.	10	.	6
Cc1nc2ccccc2n1CC(O)COCC1CC=CCC1 (configuration not stated)	19	-1	-17	-1	79	85	8	99	-8
Cc1ccc(N2CN=c3s/c(=C\c4cccnc4)c(=O)n3C2)cc1	-6	-12	7	12	64	98	-2	106	-6
CCCOc1ccc(C2C(C(=O)c3ccco3)=C(O)C(=O)N2CCN2CCOCC2)cc1OC (configuration not stated)	.	-7	.	-10	88	93	20	101	6
CCc1ccc2c(c1)c(N=NC1=NC(=O)CS1)c(O)n2CC	4	1	-1	10	.	.	23	.	1
Cn1c(Cl)nc2ccccc21	-2	-3	0	2	93	98	-3	96	14
CCc1c(C)nc2ncnn2c1Nc1ccc(C)c(C)c1	-3	2	6	8	96	76	.	96	12
Cc1nc(Oc2ccccc2)c2oc3ccccc3c2n1	-2	-4	3	-8	109	82	21	98	-6
CN1C(=O)c2cccc(NC(=O)Cc3ccccc3)c2C1=O	-8	-2	10	-13	97	91	5	101	-4
Cc1nnc(NC(=O)c2sc3nc(-c4cccs4)cc(C(F)(F)F)c3c2N)s1	-13	-10	10	-1	.	.	-5	.	3
CCCCN(C(=O)Cn1nnc2ccccc21)C(C(=O)NCCOC)c1cccs1 (configuration not stated)	5	0	-2	-11	94	90	.	97	-6
CCOC(=O)/C(=N\Nc1ccc(OC)cc1)c1csc(Nc2ccccc2)n1	1	-1	-2	-16	84	24*	14	108	5
Cc1ccc(C2CC2c2n[nH]c(=S)n2-c2ccc(Cl)cc2)cc1 (configuration not stated)	-1	2	2	-25	.	.	15	.	-6
O=c1cc(N2CCC3(CC2)OCCO3)[nH]c(=O)n1C1CCCCC1	11	-4	-10	8	99	69	13	94	-4
CCOCCCNC(=O)C(NC(=O)c1cnccn1)c1ccc(C)cc1 (configuration not stated)	2	-7	1	-5	89	99	-9	93	-2
O=C(CSc1nnc(-c2cccs2)n1-c1ccccc1)N1CCc2ccccc21	6	-3	-6	4	95	16*	.	.	-7
CCn1c(N2CCN(C(=O)C34CC5CC(CC(C5)C3)C4)CC2)nc2ccccc21	2	-9	0	24	102	55	19	96	4
Cc1ccc(Cn2cc(SCC(=O)Nc3nccs3)c3ccccc32)cc1	9	-5	-11	20	90	49	-6	89	-11
CCC(CC)C(=O)c1c[nH]c(C(=O)NCCc2ccccn2)c1	6	-5	-4	0	.	.	2	.	0
CCN(CCCn1c(=S)[nH]c2ncccc2c1=O)c1ccccc1	2	-8	-1	8	90	87	4	94	10
CC(C)(C)n1nnnc1C(c1cccc(C#N)c1)N1CCCCCC1 (configuration not stated)	-7	-4	10	1	109	79	2	97	4
O=c1ccn(Cc2ccccc2Cl)cc1	6	-2	-6	-23	89	103	1	90	-2

Rewritten bar-delimited: entries from further up.
compound | sEH activator | S1P2 agonist | sEH inhibitor | S1P2 antag | HUVEC prolif 384 | H69AR growth 86K | PostGolgi ctrl | Fibroblast inh | LYP act
Cc1ccc(Cn2cc(SCC(=O)Nc3nccs3)c3ccccc32)cc1 | 9 | -5 | -11 | 20 | 90 | 49 | -6 | 89 | -11
CCC(CC)C(=O)c1c[nH]c(C(=O)NCCc2ccccn2)c1 | 6 | -5 | -4 | 0 | . | . | 2 | . | 0
CCN(CCCn1c(=S)[nH]c2ncccc2c1=O)c1ccccc1 | 2 | -8 | -1 | 8 | 90 | 87 | 4 | 94 | 10

New compounds follow:
SMILES	sEH activator	S1P2 agonist	sEH inhibitor	S1P2 antag	HUVEC prolif 384	H69AR growth 86K	PostGolgi ctrl	Fibroblast inh	LYP act
C(=C\c1nnc(-c2cccs2)o1)/c1ccccc1	-3	-6	3	-10	.	.	7	.	-4
CN(CC(=O)NCc1ccccn1)S(=O)(=O)c1ccccc1	12	-4	-13	0	92	81	0	100	14
COc1ccc(OC)c(C(c2nnnn2CC2CCCO2)N2CCN(C)CC2)c1 (configuration not stated)	5	-8	-3	-2	109	92	8	100	1
O=c1cc(CO)oc(CN2CCN(CCO)CC2)c1O	5	-1	-4	-4	.	.	0	.	6
CC(C)NC(=O)c1ccc(Sc2ccccc2)c([N+](=O)[O-])c1	14	-5	-17	17	.	.	-3	.	8
COc1ccc(OCCCN2CCCCCC2)cc1	2	0	-3	-20	95	88	27	93	-10
Cc1cc(C(=O)COC(=O)CN(C)S(=O)(=O)c2ccc(Cl)cc2)c(C)n1Cc1cccs1	-7	-4	8	12	93	98	-1	97	4
COc1ccccc1NC(=O)CN1CCC(C(=O)c2ccc(F)cc2)CC1	7	-5	-7	-3	106	84	32*	98	-15
COc1ccc(Cl)cc1NC(=O)N1CCN(C2CCCCC2)CC1	-5	-3	8	1	88	86	2	97	3
Cc1ccc(N(C(C)C(=O)Nc2cc(Cl)ccc2Oc2ccccc2)S(C)(=O)=O)cc1 (configuration not stated)	-1	-9	2	6	.	.	27	.	3
O=C(NCCCCc1ccccc1)C1CC(c2ccccc2[N+](=O)[O-])=NO1 (configuration not stated)	-2	-2	5	20	.	.	17	.	-10
O=C(c1ccc(N2CCCC2=O)cc1)N1CCOCC1	-7	-2	10	-9	.	.	0	.	19
COc1ccc(Br)cc1C1CC(=O)N2CN(C)CSC2=C1C#N (configuration not stated)	18	-4	-18	4	108	99	3	99	-5
COCCCNC(=O)CNC(=S)N(Cc1ccccc1F)C1CCCCC1	5	-5	-8	2	107	97	23	101	0
Cc1nc2ccccc2c(=O)n1NCc1cccs1	5	-9	-4	19	98	93	22	102	-3
CCc1nc2oc(C(=O)c3ccccc3)c(N)c2c2c1COC(C)(C)C2	0	5	0	5	82	82	16	.	-4
c1ccc(C2=Nc3ccccc3NC(c3ccccc3)C2)cc1 (configuration not stated)	-4	-6	5	-13	.	.	36*	.	-4
COc1ccccc1N1CCN(Cc2ccc(OC)c(OC)c2OC)CC1	-2	-1	2	-11	86	103	2	88	8
Cc1cnc(NC(=O)COc2cccc3c2OC(C)(C)C3)s1	-9	-8	8	12	87	80	3	83	-2
COc1ccc(C(=O)NCC(=O)Nc2ccccc2)cc1OC	5	-4	-1	6	106	92	-3	97	-4
CSCCC(NC(=O)c1ccco1)C(=O)OCC(=O)Nc1ncc(Cl)c(C)c1Cl (configuration not stated)	-10	-6	11	-13	89	67	12	96	0
O=C(NC1CCCCC1)c1nn2c(C(F)(F)F)cc(-c3ccco3)nc2c1Br	-23	-2	22	3	93	69	13	89	-10
Cc1cc(NC(=O)COc2ccc(Cl)cc2Cl)n(-c2ccccc2)n1	-5	-9	6	-7	115	85	15	105	2
CCn1c(=O)c2c(nc3n2CCCN3CCc2ccccc2)n(C)c1=O	-1	0	1	-16	115	96	12	100	-4
CCOC(=O)Nc1nc(C)c(C(=O)N(C)C)s1	-11	-3	10	3	98	94	4	100	0

New compounds follow.
SMILES	sEH activator	S1P2 agonist	sEH inhibitor	S1P2 antag	HUVEC prolif 384	H69AR growth 86K	PostGolgi ctrl	Fibroblast inh	LYP act
COc1cccc(C(=O)Nc2ccc(NC(=O)c3ccco3)cn2)c1	-8	-10	9	22	106	59	0	110	7
O=C1C2C3C=CC(C3)C2C(=O)N1c1nc2ccccc2s1 (configuration not stated)	2	1	0	-17	79	81	.	83	-3
Cc1sc2nc(CN3CCOCC3)nc(N3CCC(C(N)=O)CC3)c2c1C	-5	-10	6	-11	97	96	.	96	-2
COc1ccc2c(c1OC)C(=O)NC(C)=C(C(=O)OC(C)(C)C)C2O (configuration not stated)	1	-4	-3	3	102	98	-1	97	3
COc1ccccc1NC(=O)C1C2C=CC3(CN(Cc4cccnc4)C(=O)C13)O2 (configuration not stated)	-14	-1	15	10	98	101	6	102	-5
COc1cc(NC(=O)CN2C(=O)c3ccccc3S2(=O)=O)c(OC)cc1Cl	5	-10	-8	12	89	92	1	96	-4
Cc1occc1-c1nnc(SCC(=O)N2CC(=O)Nc3ccccc32)n1CC(C)C	-5	-6	4	1	97	95	-2	96	-6
CCN1CCCC1CNCc1cc(OC)c(OC)c(OC)c1 (configuration not stated)	-2	-2	2	-2	100	101	-8	100	-2
N#Cc1nc(-c2ccc(OCc3ccc(Cl)cc3)cc2)oc1N1CCC(C(N)=O)CC1	-3	2	1	15	106	56	14	93	-6
COc1cccc(OC)c1C(=O)Nc1ccccc1N1CCCC1	3	10	2	-15	108	93	12	97	-2
O=C1c2ccccc2S(=O)(=O)N1CC(O)Cn1ccc2ccccc21 (configuration not stated)	0	-3	5	-1	114	89	7	101	-2
CCOC(=O)C(C)On1c(SC(C)C(=O)OCC)nc2ccccc2c1=O (configuration not stated)	7	-4	-9	12	99	72	7	96	5
CCN1C(=O)c2c(C)nc3ccccc3c2C1=O	4	1	-5	-24	.	.	0	.	-6
CCSC1=C(C#N)C(c2ccc(OC)c(OC)c2)CC(=O)N1 (configuration not stated)	-6	-2	4	-2	91	85	8	96	1
Cc1cccc(C)c1NC(=O)Cn1c(=O)n(CCCC(=O)NCc2ccco2)c(=O)c2sccc21	14	-5	-18	-1	97	74	20	91	1
Cc1nn(Cc2cccc(C(=O)NCC(C)C)c2)c(C)c1Br	-34	-5	38	5	100	94	.	89	-9
CCN(CC)c1ccc(/C=C(/C#N)c2nc3ccc(C)cc3[nH]2)c(OC(C)C)c1	5	7	-7	20	.	.	17	.	-6
Cn1c(Cc2ccccc2)nnc1SCC(=O)NC1CCCCC1	-5	-3	8	6	97	91	-3	99	-7
Cc1ccc(C(=O)C(OC(=O)CNC(=O)c2ccc(Cl)cc2)c2ccccc2)cc1 (configuration not stated)	-1	-7	0	-4	.	.	-5	.	0
O=C(O)Cc1ccc(C(=O)c2ccccc2F)s1	-13	-3	12	13	103	98	3	102	-4
COc1cc(Br)cc2cc(C(=O)NCC3CCCO3)c(=O)oc12 (configuration not stated)	-4	-1	7	-4	.	.	9	.	10
COC(=O)c1ccc(C2C(C(=O)c3cc4ccccc4o3)=C(O)C(=O)N2CCCN(C)C)cc1 (configuration not stated)	0	-2	3	2	86	.	-1	102	-1
COC(=O)CCCNC(=O)OCc1ccc([N+](=O)[O-])cc1	2	-2	1	-19	.	.	0	.	-11
COc1ccc(S(=O)(=O)N(CCc2ccccc2)CC(=O)NC(C)C)cc1	-7	-1	8	-11	97	96	3	98	-2
Cn1c(=O)[nH]c(=O)c2c1nc(Br)n2CCSc1nc2ccccc2o1	8	-6	-6	26	93	85	15	103	6

Some of these compounds in order of molecular weight, low to high.
SMILES	sEH activator	S1P2 agonist	sEH inhibitor	S1P2 antag	HUVEC prolif 384	H69AR growth 86K	PostGolgi ctrl	Fibroblast inh	LYP act
CC(C)(C)n1nnnc1C(c1cccc(C#N)c1)N1CCCCCC1 (configuration not stated)	-7	-4	10	1	109	79	2	97	4
O=C1c2ccccc2S(=O)(=O)N1CC(O)Cn1ccc2ccccc21 (configuration not stated)	0	-3	5	-1	114	89	7	101	-2
COc1ccccc1N1CCN(Cc2ccc(OC)c(OC)c2OC)CC1	-2	-1	2	-11	86	103	2	88	8

Quoted at random: 3 compounds from above
SMILES	sEH activator	S1P2 agonist	sEH inhibitor	S1P2 antag	HUVEC prolif 384	H69AR growth 86K	PostGolgi ctrl	Fibroblast inh	LYP act
O=C(O)Cc1ccc(C(=O)c2ccccc2F)s1	-13	-3	12	13	103	98	3	102	-4
Cc1cccc(C)c1NC(=O)Cn1c(=O)n(CCCC(=O)NCc2ccco2)c(=O)c2sccc21	14	-5	-18	-1	97	74	20	91	1
COc1cc(Br)cc2cc(C(=O)NCC3CCCO3)c(=O)oc12 (configuration not stated)	-4	-1	7	-4	.	.	9	.	10
